# ATXN2 expr inh = inhibitors of ATXN2 expression | HEK-293 ATXN2-luciferase reporter, luminescence, 24 h | Potency, µM (series often up to 57 µM), without a hit: at the highest dose activity change, negative = inhibition, usual class: inhibitors | 0.72% of 360,000 active | AID 1745845; note: % is set by controls: 0 for no effect and ±100 for the full control effect; nearly all actives have a fitted effect of over 55% in size
#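 qHTS (up to 57 uM final) was run with 24 h compound exposure of reporter cells at 37 °C. Each well was multiplexed: SteadyGlo luminescence measured ATXN2-luciferase expression after a fluorogenic Gly-Phe-AFC viability readout (25 uM final).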
# Nrf2 activator = activators of Nrf2 (ARE) signaling; AID 624171; Potency, µM (top dose mostly 46.1 µM), without a hit: top-dose activation, hits mostly activators; AREc32 ARE-luciferase reporter (MCF7-derived line), luminescence, 24 h; 0.31% of 410,000 active; note: % of control where 0% means no effect; nearly all actives have a fitted effect of over 65% in size
#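 ARE activation measured as luciferase luminescence (Steady-Glo, 30 min RT) in AREc32_Fluc cells after 24 hr compound exposure at 37 deg C, 5% CO2; cells seeded overnight at 1000/well in OPTI-MEM, 5% FBS.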
# MCF10A rerep = inducers of DNA re-replication in MCF 10A breast cells. Potency, µM (series often up to 46.1 µM), without a hit: at the highest dose activity, positive = re-replication, hits mostly activators. 2.9% of 350,000 active. MCF 10A DNA re-replication, Hoechst nuclear intensity, 48 h; note: % of control where 0% means no effect; nearly all actives have a fitted effect of over 50% in size
# Nrf2 block = blocks Nrf2 signaling; A549 ARE-Fluc reporter, luciferase luminescence, 18-24 h; Potency, µM (highest dose often 46 µM), for the others: at the top dose activity change, negative = inhibition, usual class: inhibitors; 2.1% of 360,000 active; note: % is set by controls: 0 for no effect and ±100 for the full control effect; nearly all actives have a fitted effect of over 60% in size
#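 In this cell-based qHTS, ARE-driven firefly luciferase in A549 cells reports Nrf2 activity; the luminescent signal after BugLite lysis is the measured value, with a prior CellTiter-Fluor read for cell health.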
# A549 tox = A549 cytotoxicity, counter-screen for Nrf2 inhibitors | 0.16% of 390,000 active | A549 ARE-Fluc cells, CellTiter-Fluor viability, 18-24 h | Potency, µM (doses to about 46 µM), for inactives: top-dose activity change, negative = cytotoxicity, usual class: inhibitors; note: % is set by controls: 0 for no effect and ±100 for the full control effect
#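 A549 ARE-Fluc cells in 5% FBS OPTI-MEM, 5000 cells/well, rested 2 h then exposed to compounds in concentration-response for 18-24 h at 37 °C. Viability by CellTiter-Fluor fluorescence (Ex 405/Em 525) after 30 min; luciferase luminescence (BugLite, 15 min, RT) read afterwards.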
# HepG2 tox = counter-screen for TGF-b inhibitors: cytotoxicity in HepG2 cells | Potency, µM (highest dose often 46.1 µM), without a hit: top-dose activity change, negative = cytotoxicity, most hits filed as cytotoxic | HepG2 CAGA-GFP viability, ATP luminescence, 18 h | 0.76% of 410,000 active; note: some results filed as inactive show a strong effect at the top dose
#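 HepG2 CAGA-GFP cells (1000/well, DMEM with 1% FBS) received compound, then TGF-beta at 500 pg/mL final, and were incubated 18 hours at 37 degrees C. Viability was read by CellTiter-Glo luminescence. Media-only wells were set as complete cell-killing and DMSO as no toxicity.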
# EPAC2 antagonist = antagonists of human EPAC2 | Q8WZA2 | EPAC2 GEF exchange of Rap1B-BODIPY-GDP, fluorescence | Potency, µM (titrated, usually from 114 µM), for inactives: at the top dose activity, negative = inhibition, most hits filed as inhibitors | 0.18% of 360,000 active; note: % is set by controls: 0 for no effect and ±100 for the full control effect; nearly all actives have a fitted effect of over 45% in size; many of its hits are not listed in these tables
# Target sequence (Q8WZA2 whole entry, looked up): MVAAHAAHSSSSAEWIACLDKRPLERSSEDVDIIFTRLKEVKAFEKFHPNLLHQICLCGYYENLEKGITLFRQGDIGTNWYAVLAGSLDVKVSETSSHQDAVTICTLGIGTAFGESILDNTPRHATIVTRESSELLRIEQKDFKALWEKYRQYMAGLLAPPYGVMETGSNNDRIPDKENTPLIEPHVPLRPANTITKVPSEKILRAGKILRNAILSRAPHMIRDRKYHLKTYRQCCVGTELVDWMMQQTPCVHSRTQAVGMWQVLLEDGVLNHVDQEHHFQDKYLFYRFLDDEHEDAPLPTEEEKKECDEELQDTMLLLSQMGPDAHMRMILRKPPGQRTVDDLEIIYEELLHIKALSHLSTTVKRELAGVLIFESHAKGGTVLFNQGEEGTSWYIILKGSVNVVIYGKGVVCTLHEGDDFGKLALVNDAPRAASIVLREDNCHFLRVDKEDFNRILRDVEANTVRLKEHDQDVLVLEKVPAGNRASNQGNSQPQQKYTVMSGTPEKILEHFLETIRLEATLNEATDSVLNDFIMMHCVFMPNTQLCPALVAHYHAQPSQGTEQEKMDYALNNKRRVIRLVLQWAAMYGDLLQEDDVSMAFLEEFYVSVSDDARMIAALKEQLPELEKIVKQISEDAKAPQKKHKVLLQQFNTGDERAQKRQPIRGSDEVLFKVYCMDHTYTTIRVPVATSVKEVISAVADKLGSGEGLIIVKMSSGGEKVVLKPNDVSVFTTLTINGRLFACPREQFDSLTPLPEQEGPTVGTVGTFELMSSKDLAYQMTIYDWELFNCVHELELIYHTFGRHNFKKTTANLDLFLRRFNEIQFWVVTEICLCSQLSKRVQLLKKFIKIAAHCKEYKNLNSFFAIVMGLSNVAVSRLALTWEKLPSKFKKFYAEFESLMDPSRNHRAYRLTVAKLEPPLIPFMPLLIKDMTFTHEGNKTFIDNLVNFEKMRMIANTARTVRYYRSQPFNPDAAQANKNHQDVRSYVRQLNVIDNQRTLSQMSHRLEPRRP
# S2 tox = reduces viability in counter-screen for ATXN expression inhibitors. S2 cells (HEK-293 line with an ATXN2-luciferase reporter) viability, CellTiter-Fluor protease fluorescence, 24 h. Potency, µM (series often up to 56.7 µM), most hits filed as cytotoxic. 0.49% of 400,000 active; note: nearly all actives have a fitted effect of over 40% in size
# TGFb inhibitor = inhibitors of TGF-b signaling | AID 588855 | Potency, µM (doses to about 46.1 µM), without a hit: top-dose activity, negative = inhibition, usual class: inhibitors | HepG2 CAGA-GFP TGF-b/SMAD3 reporter, GFP fluorescence, 18 h; TGF-beta stimulated, 500 pg/mL final | 1.2% of 410,000 active; note: % is set by controls: 0 for no effect and ±100 for the full control effect; nearly all actives have a fitted effect of over 65% in size
#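 Cell-based qHTS in HEPG2 carrying a CAGA-GFP Smad reporter; compounds added before 500 pg/mL final TGF-beta, 18 h incubation at 37 degrees C, GFP fluorescence quantified per cell by imaging cytometry.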
# * marks the source's active call; other numbers are inactive results; i = inactive; ? = inconclusive; . = no result given; & = joins results of further samples; [ ] = dose if it differs, or a comment. Calls come from the whole dose curve; as a rule, active = well fitted curve in the direction sought with a large enough effect; inconclusive = small, poorly fitted or top-dose-only effect, or another doubt; inactive = no such curve, though single readings can be large; an effect the other way counts as inactive or inconclusive. Potency is the fitted concentration of half-maximal effect.
SMILES,ATXN2 expr inh,Nrf2 activator,MCF10A rerep,Nrf2 block,A549 tox,HepG2 tox,EPAC2 antagonist,S2 tox,TGFb inhibitor
COc1cc(C)c(S(=O)(=O)N2CCN=C2c2ccccc2)cc1C,1%,-0.7%[9.22 µM],0%,-16%,10%,-5%,4%,i,6%
COc1ccc(CCNC(=O)Cc2c(C)c3cc4c(C)coc4c(C)c3oc2=O)cc1,.,1.1%,.,22%,2%,-6%,.,.,-3%
CSc1ccccc1NC(=O)CN(C)CC(=O)Nc1cccc(Br)c1,-23%,0.5%,4%,7%,1%,-5%,-11%,i,-3%
Cc1ccc(C)c(NC(NC(=O)c2ccccn2)C(Cl)(Cl)Cl)c1 (configuration not stated),-2%[11.3 µM],5.0%,24%,-37%,2%,-41%,-5%,i,?
O=C(CSc1nc(=O)n2ccccc2n1)N1CCCCCC1,2%,-1.0%,-2%,-2%,-3%,-20%,11%,i,0%
CCc1ccccc1NC(=O)CN(c1cccc(OC)c1)S(C)(=O)=O,-31%,1.3%,?,11%,10%,-11%,-4%,i,3%
C=CCn1c(Cc2c(C)[nH]c3ccccc23)nnc1SCC(=O)NCc1ccc(F)cc1,-5%,-1.1%,1%,.,-4%,-1%,-4%,i,9%
Cc1ccccc1-c1cnc(C(O)c2ccc(C(C)(C)C)cc2)[nH]1 (configuration not stated),0%,-0.2%,.,.,.,-40%,-8%,i,?
CC(=O)N1CC(C)Sc2ccc(S(=O)(=O)NCc3ccc(Cl)cc3)cc21 (configuration not stated),-24%,-0.1%,12%,?,-11%,-15%,-13%,i,?
O=c1[nH]n(-c2ccccc2)c(=O)c2ccccc12,-7%,-0.8%,0%,-3%,-4%,6%,5%,i,3%
Cc1cc(C)n(Cc2cnc(N3CCOCC3)s2)n1,-19%,-0.1%,-1%,-17%,5%,19%,-1%,i,-10%
CC(C)c1ccc(NC(=O)c2cc(S(=O)(=O)NCc3ccccc3Cl)ccc2F)cc1,?,-0.2%,.,.,-25%,-82%,.,.,?
Cc1nc(C)c(C(=O)C2=C(O)C(=O)N(CCN(C)C)C2c2ccco2)s1 (configuration not stated),-24%,0.1%,?,10%,0%,24%,-5%,i,6%
COc1ccc2cc(C3(C)NC(=O)N(CC(=O)NCCC4=CCCCC4)C3=O)ccc2c1 (configuration not stated),-5%,-0.4%,10%,-20%,-2%,-8%,-5%[57.1 µM],i,0%
O=Cc1ccc(OCCCOc2cccc3cccnc23)cc1,.,8.3%,9%,-16%,-1%,-30%,4%,i,5%

# Sorted by length of the SMILES (falling): part of the list above
SMILES,ATXN2 expr inh,Nrf2 activator,MCF10A rerep,Nrf2 block,A549 tox,HepG2 tox,EPAC2 antagonist,S2 tox,TGFb inhibitor
CC(=O)N1CC(C)Sc2ccc(S(=O)(=O)NCc3ccc(Cl)cc3)cc21 (configuration not stated),-24%,-0.1%,12%,?,-11%,-15%,-13%,i,?
Cc1ccc(C)c(NC(NC(=O)c2ccccn2)C(Cl)(Cl)Cl)c1 (configuration not stated),-2%[11.3 µM],5.0%,24%,-37%,2%,-41%,-5%,i,?
O=C(CSc1nc(=O)n2ccccc2n1)N1CCCCCC1,2%,-1.0%,-2%,-2%,-3%,-20%,11%,i,0%

# Continued.
SMILES,ATXN2 expr inh,Nrf2 activator,MCF10A rerep,Nrf2 block,A549 tox,HepG2 tox,EPAC2 antagonist,S2 tox,TGFb inhibitor
CCCCN1Cc2cc(C(=O)c3cc(OC)ccc3O)cnc2NC1=O,-4%,0.6%,-6%,-6%,-1%,-8%,-1%,i,18%
COC(=O)c1cc(NC(=O)c2ccco2)ccc1N1CCOCC1,-4%,4.8%,-38%[inhibitor],2%,3%,3%,5%,i,?
COc1ccc(CCC(=O)OCC(=O)c2ccc(C)cc2)cc1,-5%,-0.7%,?,-3%,2%,-3%,-10%,i,18%
CCc1nc2ccccc2n1Cc1ccc(F)cc1,-19%,0.3%,1%,8%,9%,1%,-22%,i,3%
COc1ccc(C2C(C(=O)Nc3ccccc3OC)=C(C)Nc3ncnn32)cc1 (configuration not stated),1%,-0.1%,0%,-10%,6%,1%,7%,i,8%
Cc1cccc(NC(=O)COC(=O)CCCC2=NS(=O)(=O)c3ccccc3N2)c1,8%&10%,-0.2%&-0.7%,3%,1%,3%&0%,-6%&7%,5%,i,?
CCCCn1cnc2c(=O)[nH]c(N)nc21,.,.,.,-11%,1%,-3%,.,.,3%
CCOC(=O)c1cc2occc2n1CC(=O)NCCOC,12%,-0.3%,2%,0%,-10%,0%,4%,i,8%
CCOC(=O)C1=C(Nc2ccc(OC)cc2)OCC1=O,-11%,-0.5%,5%,-14%,1%,1%,0%,i,12%
O=C(COc1ccc2ccc(=O)oc2c1)NC1CCS(=O)(=O)C1 (configuration not stated),3%,4.9%,-14%,-1%,13%,-172%,10%,i,-3%
CCSc1nnc(-c2ccccc2N=Cc2c(C)[nH]n(-c3ccccc3)c2=O)c(=O)[nH]1,7%,-0.3%,-3%,16%,1%,-5%,20%,i,?
CC(C)Nc1ncnc2c1cnn2-c1ccc(Cl)cc1,5%,-2.0%,-9%,?,3%,-15%,-19%,i,-2%
COc1ccc(OC)c(CN2CCN(c3ccccc3OC)CC2)c1,-2%,-0.7%,-3%,16%,20%,-4%,5%,i,-11%
CCOc1cc(CNCCc2ccc(S(N)(=O)=O)cc2)cc(Cl)c1OCc1ccccc1,20µM*,-2.4%,1%,-26%,-27%,-110%,3%,.,?
COc1ccc(S(=O)(=O)N(CC(=O)N2CCOCC2)c2ccc(F)cc2)cc1OC,-6%,-0.2%,-7%,-16%,-1%,10%,-6%,i,12%
Cc1ccc(Nc2cc(C(=O)NC3CCCC3)c3ccccc3n2)cc1C,-1%,2.8%,.,.,-1%,0%,.,i,?
Cc1ccc(S(=O)(=O)NC(=O)C2(C)CCN2C(=O)Cc2ccc(Cl)cc2Cl)nc1 (configuration not stated),17%,-0.3%,.,.,.,6%,-2%,i,12%
N#Cc1ccc(COC(=O)C2CC(=O)N(CCc3ccccc3)C2)cc1 (configuration not stated),2%,0.1%,-1%,3%,9%,5%,17%,?,0%
Cc1ccc(S(=O)(=O)N2CCCc3cc(NC(=O)c4c(F)cccc4F)ccc32)cc1,-3%&5%,1.2%&3.9%,4%,-14%,-3%&0%,-5%&-2%,-6%,i,2%&22%
Cc1nc(-c2ccc(C)c(N3CCN(C(=O)Nc4ccccc4C(F)(F)F)CC3)c2)no1,-2%,0.5%,.,.,-4%,-3%,.,i,-18%
CCN(CC)C(=O)COc1c(-c2ccco2)oc2ccccc2c1=O,4%,5.1%,?,-21%,-10%,7%,3%,i,-1%
CC(=O)c1cc(C)ccc1OC(=O)c1ccco1,-2%,-0.6%,26%,6%,12%,0%,15%,i,52%[activator]
Cc1onc(-c2ccccc2)c1C(=O)N/N=C/c1c(F)cccc1Cl,-19%,0.2%,0%,1%,?,16%,-28%,i,-14%
COc1ccc(-n2nc3cc(C)c(NC(=O)c4ccc(-c5ccc(Br)cc5)o4)cc3n2)cc1,68%[activator],4.2%,.,5%,2%,-11%,.,i,-1%
Cc1ccc(NCc2cccn2-c2nnc(N3CCC(C(=O)NCCc4ccccc4)CC3)s2)cc1,.,2.0%,.,-20%,-4%,-2%,.,.,.
Cc1cccc(N2CCN(C(=O)CCCOc3ccccc3)CC2)c1C,19%,-1.9%,9%,?,-7%,-26%,0%,i,0%
CC(C(=O)NC1CCCCC1)N1C(=O)C2C3C=CC(C3)C2C1=O (configuration not stated),-1%,0.0%,0%,4%,-4%,0%,-10%,i,3%
N=C(c1ccc([N+](=O)[O-])cc1)N1CCCCC1,.,-0.2%,16%,-3%,-6%,-16%,1%,i,-1%
CCN(CC)c1cc2c(c3c1ccn3C)C1CCC2O1 (configuration not stated),-8%,0.1%,.,.,.,2%,-32%,i,-10%
CC(=O)C[C@H](O)CC(=O)[C@@H]1OC(=O)CCCCCCCCc2ccccc21,8%,0.0%,13%,4%,2%,3%,-13%,i,-29%
COc1ccc(C(C)=O)cc1COC(=O)c1cc(C)nc2ccccc12,-7%,0.8%,24%,-12%,-12%,-4%,29%,i,8%
O=C(COc1ccccc1Cl)Nc1ccc(-c2nc3ccccc3s2)cc1,?,5.0%,.,9%,-1%,-4%,.,?,16%
CC(Sc1nnnn1-c1ccccc1)C(=O)Nc1ccc(Cl)cn1 (configuration not stated),-3%,-0.1%,?,?,-14%,-3%,-2%,i,-19%
CCOc1ccc(S(=O)(=O)NCCC(=O)N2CCN(c3ncccn3)CC2)cc1,4%,-0.1%,-9%,2%,-2%,-1%,-3%,i,-6%
COc1ccc(NC(=O)CCc2nnc3n(C)c(=O)c4sccc4n23)cc1Cl,-7%,-1.0%,.,1%[9.27 µM],3%,8%,.,i,-2%
O=C(NNC(=O)c1cccc2ccccc12)c1ccc(Cl)c(Cl)c1,15%,0.6%,7%,-13%,1%,6%,20%,i,5%
O=[N+]([O-])c1ccc(N2CCCCC2)cc1N1CCOCC1,-10%,3.6%,4%,-2%,-16%,0%,-3%,i,18%
Cc1cccc(Oc2nc3c(C)cccn3c(=O)c2/C=C(\C#N)c2nc3ccccc3[nH]2)c1,2%,8.8%,.,.,15%,-2%,.,i,30%
CN(c1ccc(OCC(=O)OCC(=O)c2c(N)n(C)c(=O)n(C)c2=O)cc1)S(=O)(=O)c1ccc2ccccc2c1,-1%,-0.7%,0%,8%,1%,4%,-6%,i,-5%
O=C(CNC(=O)c1ccco1)OCC(=O)c1ccc(Cl)cc1Cl,11%,-0.3%,-4%,-17%,0%,2%,2%,i,-2%
CCC(Sc1nc2n[nH]c(C)c2c(=N)n1-c1ccc(Br)cc1)C(=O)N(CC)CC (configuration not stated),.,-2.4%,.,.,?,-23%,.,.,?
O=C(CSc1c2c(nc3ccc(Cl)cc13)CCCC2)N1CCN(c2cccc(Cl)c2)CC1,.,26%,.,9.2µM*,-27%,-50%,.,.,-55%
O=S(=O)(c1ccc(Br)s1)N1CCN(c2ccc(F)cc2)CC1,-1%,2.4%,16%,4%,8%,-16%,6%,?,8%
COc1cc(-c2cc(OC)c3c(C)oc(C)c3c(=O)c2)ccc1OC(=O)c1cccc(C)c1,.,12%,.,-8%,-12%,1%,.,.,0%

# Compound activity as filed in PubChem BioAssay.

# Some of the compounds tested; count on the stated rates, not on these rows.
